# Screens as filed in PubChem BioAssay.
# HTR5A inv ctr – inverse agonist of human HTR5A in OPRM1-OPRD1 counter-screen; AID 504634; P47898; HTR5A cell line, luminescence, inverse agonism; hit rate 0.083% among 340,000; inhibition, % at 9.3 µM; in the data active means inhibition mostly above about 23%, no sharp cut-off; inactive means mostly below about 18%;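 further: 0% = cells with DMSO and 100% = no-cell wells with DMSO; some compounds called inactive have numbers as strong as hits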
# AddAB inh – less growth of phage-infected E. coli with AddAB | E. coli expressing H. pylori AddAB, absorbance growth | AID 435030 | inhibition, % at 11.9 µM | hit rate 0.29% among 330,000; in the data active means inhibition above about 12%;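 further: 0% = vehicle wells of infected cells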
# OPRM1-OPRD1 ag – agonists of human mu-delta opioid receptor heterodimerization; cells, OPRM1-OPRD1 heterodimerization, luminescence; activation, % at 9.3 µM; hit rate 0.3% among 340,000; in the data active means activation above about 18%;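 further: 0% = vehicle-treated cells and 100% = reference agonist; values of inactives mirror those of a sister screen read the other way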
# Target sequence (P35372 whole entry, looked up): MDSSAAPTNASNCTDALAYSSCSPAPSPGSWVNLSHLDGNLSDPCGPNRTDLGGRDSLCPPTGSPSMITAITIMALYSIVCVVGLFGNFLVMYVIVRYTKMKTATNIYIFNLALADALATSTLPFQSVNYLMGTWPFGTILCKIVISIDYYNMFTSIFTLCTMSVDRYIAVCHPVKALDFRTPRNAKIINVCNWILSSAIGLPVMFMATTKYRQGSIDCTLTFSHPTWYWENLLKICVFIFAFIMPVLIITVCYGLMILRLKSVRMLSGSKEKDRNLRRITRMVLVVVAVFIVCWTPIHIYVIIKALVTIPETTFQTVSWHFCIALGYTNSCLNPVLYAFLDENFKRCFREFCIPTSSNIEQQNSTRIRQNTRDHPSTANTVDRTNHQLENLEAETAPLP
# Target sequence (P41143 whole entry, looked up): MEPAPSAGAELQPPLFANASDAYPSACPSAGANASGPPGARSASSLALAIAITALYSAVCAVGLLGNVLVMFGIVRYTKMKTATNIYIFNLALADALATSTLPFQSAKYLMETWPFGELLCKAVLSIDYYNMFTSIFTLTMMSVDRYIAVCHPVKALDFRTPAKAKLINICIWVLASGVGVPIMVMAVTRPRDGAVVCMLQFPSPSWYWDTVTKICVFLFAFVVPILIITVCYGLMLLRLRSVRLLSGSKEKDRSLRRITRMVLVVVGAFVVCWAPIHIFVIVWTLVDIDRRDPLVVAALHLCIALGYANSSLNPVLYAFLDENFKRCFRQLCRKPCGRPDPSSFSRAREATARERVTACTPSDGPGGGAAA
# PKA-R1A activ – PKA-R1A complex activation. P00514+P68181. activation, % at 11.4 µM. PKA-R1A dissociation, Cy5-IP20 fluorescence polarization; scaled: DMSO 0%, 113 µM cGMP 100%. hit rate 0.083% among 340,000;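 active means percent activation above the mean of all tested compounds plus 3 SD, cut at about 19% in these data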;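 further: higher means more PKAc released from R1A so a rise in polarization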
# Mot1-301 SUMO – blocks SUMOylation pathway, rescuing yeast Mot1-301 growth. S. cerevisiae Mot1-301 growth rescue, ATP luminescence, 38.5C; percent above DMSO median, 100 means doubled. growth rescue, % at 18.8 µM. hit rate 1% among 320,000;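 active means every valid replicate shows activation above 250% relative to neutral control wells; inactive means the rest, any valid replicate at or below 250%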;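 further: OY570 slx delta 5 strain wells were the positive control but not used for scaling; some compounds called inactive have numbers as strong as hits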
# E coli growth – bacterial growth inhibition, counter-screen for AddAB inhibitors. E. coli V3065 growth, OD600 absorbance, 18 h. inhibition, % at 11.9 µM. hit rate 0.27% among 330,000. AID 449728;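 active means inhibition above the campaign's mean inhibition across all tested compounds plus 3 SD, cut at about 9.9% in these data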;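 further: uninfected addAB+ strain grown without phage in ampicillin broth; 0% = DMSO wells and 100% = ciprofloxacin 0.95 µg/ml wells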
# DSG3 Ab inh – inhibitors of pemphigus antibody binding to human desmoglein-3; P32926; DSG3-coupled beads, scFv-anti-DSG3-GFP binding, flow cytometry; active compounds read low; binding (percent of control), % at 10 µM; hit rate 0.48% among 310,000;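 active means binding more than 3 SD below its plate's average and above zero; inconclusive means below that plate limit but binding exactly zero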;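 further: hits lower antibody fragment binding to DSG3; some compounds called inactive have numbers as strong as hits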
# HTR5A ag ctr – HTR5A agonism, opioid heterodimer counter-screen | HTR5A agonist assay, luminescence, cell-based | activation, % at 9.3 µM | hit rate 0.61% among 340,000 | AID 504692; in the data active means activation mostly above about 9.5%, no sharp cut-off; inactive means mostly below about 7.6%;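 further: 0% = cells with vehicle only and 100% = reference agonist; strong numbers were not always called active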
# OPRM1-OPRD1 inv – mu-delta opioid heterodimer inverse agonism; P35372+P41143; cell-based MOR-DOR heterodimer luminescence; inhibition, % at 9.3 µM; hit rate 0.21% among 340,000; in the data active means inhibition above about 22%, passing the limit was not always enough;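 further: 0% = cells with DMSO and 100% = wells without cells with DMSO; values of inactives mirror those of a sister screen read the other way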
# PfHsp90 yeast 2 – growth inhibition of yeast expressing Plasmodium Hsp90; S. cerevisiae expressing PfHsp90, BacTiter-Glo ATP, 48 h; yeast lacking PDR1 and PDR3 efflux regulators; inhibition, % at 9.4 µM; hit rate 0.32% among 310,000; AID 504621;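 active means every replicate shows inhibition above about 80%, whatever the replicate mean, limit read from the data; inconclusive means mean inhibition reaches the set limit but some replicate falls short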;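 further: 0% = DMSO neutral controls and 100% = 20 µM radicicol positive controls; yeast relying on Plasmodium falciparum Hsp90 in place of its own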
# phage Ecoli inh – E. coli growth loss with phage present. inhibition, % at 11.9 µM. growth absorbance. hit rate 0.26% among 360,000. AID 651602; in the data active means inhibition above about 11%
# An asterisk follows results filed as active; ? = inconclusive; · = not tested or not shown.
SMILES,HTR5A inv ctr,AddAB inh,OPRM1-OPRD1 ag,PKA-R1A activ,Mot1-301 SUMO,E coli growth,DSG3 Ab inh,HTR5A ag ctr,OPRM1-OPRD1 inv,PfHsp90 yeast 2,phage Ecoli inh
Cc1noc(C)c1S(=O)(=O)Nc1ccc2c(c1)C(=O)N([C@H](C)CO)C[C@H](C)[C@@H](CN(C)C(=O)Nc1ccc(C(F)(F)F)cc1)O2,14,-0.8,0.9,-8,·,-5.5,112,-4,-4,32,2.3
COc1cc(/C=N/NC(N)=O)ccc1OC(=O)c1ccco1,1,5.3,-0.3,2,-4,3.8,100,1,1,-1,0.9
Cn1c(=NC(=O)CSCC(=O)N2CCCCC2)sc2ccccc21,-5,3.2,-0.3,0,-3,0.2,104,2,1,-17,-0.2
COc1cc(/C=N/n2cnnc2)ccc1OCCOc1ccccc1,-9,3.2,-3.7,-14,0,0.2,·,-1,16,-4,3.0
O=C(OCC(=O)N1CCc2ccccc21)[C@@H]1CCCN1S(=O)(=O)c1ccccc1F,6,0.4,-0.1,2,4,-0.9,101,9,0,·,-0.1
OCCCCCN=c1cc(-c2ccccc2)oc2ccc(Cl)cc12,-11,-2.2,-2.3,2,-4,-3.3,109,-4,13,14,-2.8
COc1cc(N)c(Cl)cc1C(=O)OCC(=O)Nc1ccc(N2CCOCC2)cc1,10,2.2,-3.2,1,-3,0.2,108,-1,13,-4,2.3
Cc1ccc(S(=O)(=O)N2CCCOC2CNC(=O)C(=O)NC2CCCCC2)cc1 (configuration not stated),-2,1.2,-1.5,5,144,-2.7,103,-2,7,-8,1.4
COc1ccc(/C=C/C(=O)OCC(=O)NCCNC(=O)COC(=O)/C=C/c2ccc(OC)cc2)cc1,-44,0.2,1.3,1,4,3.5,112,12*,-8,0,1.2
COc1cc(O)c(C(CCN2CCOCC2)c2ccc(N(C)C)cc2)c(OC)c1 (configuration not stated),4,0.8,-0.8,0,5,-2.2,105,5,4,-10,0.2
O=C(CSc1nc(C(F)(F)F)cc(=O)[nH]1)Nc1cccc2ccccc12,8,5.7,-1.8,3,14,1.2,103,4,10,-13,4.2
COc1ccc(C(=O)N2CCN(C3CCCCC3)CC2)c(OC)c1,16,-2.9,-2.9,1,8,-1.6,104,6,15,·,5.4
Cc1nc2c(sc3nc4c(cc32)COC(C)(C)C4)c(=O)n1CC(=O)NCc1ccco1,-3,0.8,-2.7,3,-20,0.6,104,4,14,·,·
COc1ccccc1C(=O)Nc1c(-c2ccccc2)nc2ccccn12,1,1.0,-2.3,-11,15,-0.3,98,0,12,-8,2.1
CCOC(=O)N1CCc2c(sc(NC(=O)CN(CC)CC)c2C#N)C1,·,0.3,·,·,-13,-0.4,90,·,·,13,1.6
CCCC(CCC)c1nc2ccncc2[nH]1,6,0.2,-2.4,0,1,0.3,99,-2,12,0,-0.1
CCC(C)[C@H](NC(=O)NC(C)C)C(=O)O (some centres not stated),4,1.5,-3.1,2,-24,0.4,89,-1,16,44,3.6
Cc1ccc(-n2nc(C)c3c(C)c(CCC(=O)O)c(C)nc32)cc1C,4,-0.3,-1.3,-7,255,-0.8,91,-1,7,-2,2.7
CCCc1cc(=O)[nH]c(SCC(=O)Nc2c(C)n(C)n(-c3ccccc3)c2=O)n1,12,0.5,0.3,4,17,0.0,128,-3,-2,-6,2.9
Fc1cccc(COc2ccccc2CNc2ccccc2)c1,-17,0.6,3.8,6,-3,-1.3,·,4,-19,-1,1.1
CC(=O)c1cc(C#N)c(SCc2ccccc2C#N)nc1C,-9,5.3,-0.1,4,-1,0.3,119,7,0,-9,4.2
Cn1nnnc1NCc1cccc(Cl)c1,-5,4.9,0.3,5,6,-2.8,107,-3,-2,4,1.2
CCC(CC)c1nc(C(N)=O)c2[nH]c(=O)n(-c3ccc(OC)c(OC)c3)c2n1,11,4.9,-1.5,0,70,2.7,103,0,8,6,3.2
Cc1ccc2nc(NC(=O)C3CCN(S(=O)(=O)c4cccs4)CC3)sc2c1,-47,3.9,3.6,-6,-16,-2.6,97,1,-20,0,2.7
Cc1ccc(S(=O)(=O)C2CS(=O)(=O)CC2O)cc1 (configuration not stated),7,3.7,-1.4,-7,-10,-3.2,102,-3,8,17,1.0
O=C(O)c1ccc(NCc2cccc(Br)c2)cc1,-10,3.2,-2.4,-3,-3,1.0,113,4,12,-27,3.2
CCOc1ccc(N(C(C)C(=O)NC(C)CC)S(C)(=O)=O)cc1 (configuration not stated),5,-1.6,-5.4,-12,397*,0.1,107,-5,25,·,1.7
Cc1ccc(NC(=O)CC2S/C(=N/N=C/c3ccco3)NC2=O)cc1Cl (configuration not stated),-7,-1.1,1.9,0,-2,0.8,90,3,-14,3,4.2
CC[C@]12c3[nH]c4ccc(Cl)cc4c3CCN1C(=O)[C@@H](CC(=O)NCc1ccco1)C[C@@H]2C(=O)N1CCN(C(=O)c2ccco2)CC1,4,1.1,-1.8,-1,·,-0.9,104,-1,9,-41,-1.0
Cn1nc(C(=O)NC2CCCCCC2)ccc1=O,12,2.8,1.2,1,159,0.7,95,-5,-6,·,1.2
Cc1ccc(NC(=O)CN(C)S(=O)(=O)c2cccc3cccnc23)cc1C,4,-0.7,-1.0,-4,1,-1.6,91,2,5,17,-0.1
O=C(CCCn1nnnc1CN1CCOCC1)N1CCN(c2ccccc2F)CC1,-43,2.0,-2.3,-4,-22,3.6,97,0,12,-9,1.2
CCn1ncc(Cl)c1C(=O)NC(=S)Nc1ccccc1Br,-9,0.2,-0.8,-6,7,0.2,·,2,4,-15,0.8
Cc1cc(Br)c(NC(=O)CCl)c(Br)c1,8,1.8,-1.6,-6,11,-2.9,102,-2,8,4,4.1
Cc1cc(Br)c(NC(=O)COn2nnc3ccc(S(C)(=O)=O)cc32)c(Br)c1,7,2.0,-1.5,-2,9,1.1,·,-3,7,28,2.9
Cc1nnc(N2C(=O)C(=O)/C(=C(/O)c3ccc4c(c3)CC(C)O4)C2c2ccccc2F)s1 (configuration not stated),-8,1.5,-2.6,9,37,0.3,112,2,13,-12,0.3

# Results in HTR5A ag ctr and HTR5A inv ctr (two entries from above):
Structure	HTR5A ag ctr	HTR5A inv ctr
CCOc1ccc(N(C(C)C(=O)NC(C)CC)S(C)(=O)=O)cc1 (configuration not stated)	-5	5
Cc1ccc(NC(=O)CC2S/C(=N/N=C/c3ccco3)NC2=O)cc1Cl (configuration not stated)	3	-7

# Next structures
SMILES,HTR5A inv ctr,AddAB inh,OPRM1-OPRD1 ag,PKA-R1A activ,Mot1-301 SUMO,E coli growth,DSG3 Ab inh,HTR5A ag ctr,OPRM1-OPRD1 inv,PfHsp90 yeast 2,phage Ecoli inh
Cc1ccccc1-c1nc(CS(=O)CC(=O)NCc2ccccc2)c(C)o1 (configuration not stated),21,-3.0,-0.6,-9,0,-0.1,101,4,4,3,1.8
COc1ccc(/C=N/NC(=O)c2[nH]ncc2Br)c(OC)c1,2,-1.1,-1.3,-5,-5,-2.5,115,3,7,-8,0.8
O=C1NC2(CCCCCC2)Cc2ccccc21,0,-0.7,-1.7,-11,-1,0.7,102,2,9,1,3.3
O=c1[nH]cnc2cc(-c3ccc(Br)cc3)sc12,-8,-0.8,-2.7,-3,-22,-2.3,103,3,14,2,-0.1
CCc1noc(C)c1C(=O)NCCc1ccc(F)cc1,7,0.9,-2.4,-4,-13,0.9,102,-3,16,·,5.2
NC(=O)c1sc2nc3c(cc2c1N)CCCCCC3,9,1.8,-0.3,-8,-6,-0.1,104,2,2,3,2.7
COC(=O)Cn1c(O)c(N=NC(=O)CNC(=O)COc2cccc(C)c2)c2ccccc21,18,2.1,-2.1,2,-6,-2.6,·,-5,11,4,1.8
CCOC(=O)c1ccccc1NC(=O)Cn1cnc2c(oc3ccccc32)c1=O,3,0.7,-4.4,-10,9,-1.6,101,0,23,?,1.4
O=C(c1ccccc1)c1cccc2ccccc12,2,·,7.0,-4,·,·,90,-1,-36,-7,1.9
Cn1cc([N+](=O)[O-])c(C(=O)NNC(=O)c2ccc([N+](=O)[O-])cc2Cl)n1,13,1.0,2.5,-8,-14,0.1,93,4,-13,14,2.4
Cc1cc(C)n(-c2cc(N3CCN(S(=O)(=O)c4ccc(Cl)cc4)CC3)ccc2[N+](=O)[O-])n1,14,1.4,-1.4,2,-19,0.4,103,2,7,-1,5.0
Cc1ccc(Cl)cc1N1CCN(C(=O)COc2ccc3c(c2)CCC3)CC1,2,1.7,1.6,-3,30,-1.8,87,-1,-11,-6,2.9
COc1ccccc1NC(=O)c1nnn(Cc2ccccc2)c1NC(=O)C(F)(F)F,2,0.8,-1.6,-7,95,-2.6,109,8,9,·,3.3
CN(C)CCCNC(=O)C(=O)Nc1cc2c3c(c1)CCC(=O)N3CCC2,4,3.6,-0.8,-12,3,2.0,101,-3,4,-9,0.6
O=C(CCc1nnc2n(Cc3ccc(F)cc3)c(=O)c3ccccc3n12)NCCN1CCOCC1,-3,3.9,-0.8,-5,-4,0.9,112,1,4,0,1.2
Cc1cc(/C=N\NC(=O)CC(=O)NC2CCCCC2)c(C)n1-c1ccc(Cl)cc1,7,-2.8,0.5,3,-4,-6.7,98,7,-3,13,·
CCN1CCc2nc(NC(=O)c3cc(F)c(F)cc3Cl)sc2C1,10,0.6,-0.8,-4,-12,1.0,·,0,4,-2,1.2
O=C(c1cccc(NS(=O)(=O)c2ccccc2)c1)N1CCN(c2ccccc2)CC1,13,-1.1,-0.6,-11,-14,0.3,89,2,4,·,0.8
CC1Sc2ccc(S(=O)(=O)N3CCC(C(=O)NCc4ccc(Cl)cc4)CC3)cc2NC1=O (configuration not stated),2,3.0,-1.0,-4,-8,0.6,·,1,5,9,-0.6
COc1ccc2cc3cc(C(=O)NCc4cccnc4)oc3nc2c1,-31,3.5,0.2,2,6,0.6,107,1,-1,7,4.9
O=C(NCc1ccccc1)c1ccc(COCC(F)(F)F)o1,16,0.4,-2.7,-9,1,-1.9,·,-1,12,-6,2.9
COc1ccc2c(c1)cc1n2CCN=C1NN,9,2.3,-0.2,-2,369,0.0,·,-1,1,-30,2.5
O=C(NNC(=O)C1CCN(Cc2cccc(F)c2)CC1)c1cccc(Cl)c1,6,0.8,-1.8,2,123,-2.2,93,-2,9,-31,0.9
O=C(CSc1nc2ncc(Cl)cc2[nH]1)NCC(=O)Nc1ccc(F)c(F)c1F,-19,2.9,-2.7,-9,-33,-0.8,103,-3,14,-11,1.8
Cc1noc(C)c1C(=O)N1CCN(C(=O)c2sc3cc(Cl)ccc3c2Cl)CC1,-7,1.1,1.6,8,6,1.1,102,-5,-8,7,1.9
O=C(Nc1ncc2c(n1)-c1ccccc1OC2)c1ccc(Cl)cc1,-19,0.5,-0.1,-6,9,-0.9,98,7,0,6,2.8
COc1ccccc1C(=O)NNC(=O)c1ccccc1Br,-17,-1.5,-1.4,-7,-11,1.1,116,6,7,2,0.6
